CCT modulator: cytosolic chaperonin activity modulation; purified chaperonin ATPase assay, HTRF ADP detection, 30 min; 360,000 compounds, 0.3% hits; activity change, % (test concentration not listed), hits read low; AID 651819; in the data active = activity change below about -30%; note: % is set by controls: 0 for no effect and ±100 for the full control effect
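ATPase activity: ADP formed was measured by HTRF Transcreener (665/615 nm ratio) after 30 min at 37 deg C with 10 uM ATP. Compounds screened at one 76 uM concentration against 40 or 20 nM TRiC in Tris pH 7.4/KCl/MgCl2/DTT buffer.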
DRD3 agonist: activates the human D3 dopamine receptor; P35462; D3R DiscoveRx beta-arrestin cells, luminescence, 90 min; max activation, %; 410,000 compounds, 0.58% hits; in the data active = max activation above about 30%; note: 0% is about no effect; mostly tested at two doses, the higher about 12 µM
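Agonist-mode cell screen: cells plated at 1500/well and incubated overnight at 37 °C, then exposed to library compounds for 90 min at 37 °C. Detection reagent was added for 30–60 min at room temperature, and luminescence was read.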
Mm-Cpn inhibitor: inhibitors of Methanococcus maripaludis chaperonin (MmCpn); purified Mm-Cpn ATPase, ADP Transcreener TR-FRET; Potency, µM (titrated, usually from 76.9 µM), for the others: at the top dose activity, negative = inhibition, hits mostly inhibitors; AID 504842; 330,000 compounds, 0.031% hits; note: potency is the fitted concentration of half-maximal effect; % is set by controls: 0 for no effect and ±100 for the full control effect; nearly all actives have a fitted effect of over 80% in size
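Purified archaeal chaperonin (25 nM final) was preincubated with compound for 10 min at 37°C, then ATP (10 uM final) was added for 30 min at 37°C in Tris pH 7.4/KCl/MgCl2/DTT buffer. ADP was quantified by HTRF Transcreener TR-FRET.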
EPAC2 antag: antagonists of human EPAC2; 360,000 compounds, 0.18% hits; EPAC2 GEF exchange of Rap1B-BODIPY-GDP, fluorescence; Q8WZA2; Potency, µM (series often up to 114 µM), without a hit: at the top dose activity, negative = inhibition, usual class: inhibitors; note: potency is the fitted concentration of half-maximal effect; % is set by controls: 0 for no effect and ±100 for the full control effect; nearly all actives have a fitted effect of over 45% in size; many of its hits are not listed in these tables
Target sequence (Q8WZA2 whole entry, looked up): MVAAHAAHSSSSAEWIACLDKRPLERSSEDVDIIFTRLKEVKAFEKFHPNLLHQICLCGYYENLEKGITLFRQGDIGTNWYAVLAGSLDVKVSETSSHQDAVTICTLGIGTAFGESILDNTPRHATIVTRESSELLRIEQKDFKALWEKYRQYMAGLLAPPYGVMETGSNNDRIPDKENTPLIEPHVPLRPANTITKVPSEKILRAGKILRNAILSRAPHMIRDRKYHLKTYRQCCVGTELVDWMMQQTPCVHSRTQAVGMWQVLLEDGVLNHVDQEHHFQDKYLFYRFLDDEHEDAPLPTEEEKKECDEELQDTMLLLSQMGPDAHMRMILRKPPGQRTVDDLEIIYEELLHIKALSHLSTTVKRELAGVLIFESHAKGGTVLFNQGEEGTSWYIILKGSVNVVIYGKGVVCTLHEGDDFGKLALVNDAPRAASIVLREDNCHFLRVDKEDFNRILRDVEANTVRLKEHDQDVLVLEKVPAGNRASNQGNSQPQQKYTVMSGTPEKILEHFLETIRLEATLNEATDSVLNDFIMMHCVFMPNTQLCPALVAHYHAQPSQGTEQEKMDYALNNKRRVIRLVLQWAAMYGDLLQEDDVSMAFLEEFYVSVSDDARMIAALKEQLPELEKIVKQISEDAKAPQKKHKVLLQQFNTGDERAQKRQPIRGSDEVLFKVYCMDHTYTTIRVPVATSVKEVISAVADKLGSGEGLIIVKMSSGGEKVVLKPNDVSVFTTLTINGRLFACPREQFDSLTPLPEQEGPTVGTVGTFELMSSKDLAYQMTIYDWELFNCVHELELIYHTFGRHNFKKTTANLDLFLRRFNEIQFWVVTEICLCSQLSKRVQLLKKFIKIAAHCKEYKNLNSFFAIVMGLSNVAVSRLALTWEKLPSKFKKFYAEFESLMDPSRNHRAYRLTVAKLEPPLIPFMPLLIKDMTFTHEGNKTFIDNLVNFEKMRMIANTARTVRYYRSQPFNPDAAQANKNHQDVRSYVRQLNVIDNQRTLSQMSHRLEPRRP
PTHR1 agonist: activates the human parathyroid hormone receptor PTHR1 | 410,000 compounds, 0.075% hits | Q03431 | HEK293 GP2 PTHR1 cells, GloSensor cAMP luminescence, 1 h | Potency, µM (highest dose often 115 µM), for the others: at the highest dose activation, actives largely listed as activators; note: potency is the fitted concentration of half-maximal effect; nearly all actives have a fitted effect of over 55% in size; some results filed as inactive show a strong effect at the top dose; inactives centre near -15; many of its hits are not listed in these tables
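HEK-293-derived GP2 cells expressing PTHR1 and a GloSensor cAMP reporter, 3,000/well, plated overnight, given luciferin plus IBMX (each 0.5 mM as added) for 1 h at 37 °C, then compound for 1 h at 37 °C. Luminescence was read after 15 min at room temperature.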
Akt phos inh: inhibitors of Akt phosphorylation; Neuro2A IGF-stimulated pAkt S473 HTRF, 20 min; active compounds read low; AID 651550; 360,000 compounds, 0.32% hits; activity change, % for hits at 50 µM; in the data active = activity change below about -80%; inconclusive = mostly about -51% to -80%; note: % is set by controls: 0 for no effect and ±100 for the full control effect
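Neuro2A cells (4,500/well, DMEM with 0.5% FBS) were treated with compound at a single 50 µM final concentration, stimulated with 6 nM IGF for 20 min at 37 °C, and lysed. Phospho-Akt Ser473 was read by HTRF as 665/615 ratio ×10^4.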
EPAC2 agonist: activates human EPAC2 exchange factor | Potency, µM (titrated, usually from 154 µM), inactives show at the top dose activation, most hits filed as activators | 360,000 compounds, 0.079% hits | EPAC2 activation, biochemical qHTS; response scale: 100% = 6.5 mM cAMP response; note: potency is the fitted concentration of half-maximal effect; nearly all actives have a fitted effect of over 50% in size
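In this primary screen, activation is scored as increased exchange of BODIPY-GDP from Rap1B by 100 nM EPAC2, with 50 uM GDP as competitor. Signal is normalized to the 6.5 mM cAMP agonist control.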
D3 antag: blocks the human D3 dopamine receptor; P35462; D3R cells, DiscoveRx beta-arrestin luminescence, antagonist mode; active compounds read low; max response, negative = inhibition, %; 360,000 compounds, 2.5% hits; AID 652054; in the data active = max response below about -50%; inconclusive = no clear call, values can overlap the other calls; note: % is set by controls: 0 for no effect and ±100 for the full control effect; mostly tested at two doses, the higher about 12 µM
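Cells plated overnight at 1500 cells/well, then exposed to library compounds with dopamine controls for 90 minutes at 37 degrees C. DiscoveRx reagent added for 30–60 minutes at room temperature; luminescence read, quantitative HTS format.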
* marks the source's active call; other numbers are inactive results; i = inactive; ? = inconclusive; . = no result given; & = joins results of further samples; [ ] = dose if it differs, or a comment. Unless noted, calls come from the whole dose curve; as a rule, active = well fitted curve in the direction sought with a large enough effect; inconclusive = small, poorly fitted or top-dose-only effect, or another doubt; inactive = no such curve, though single readings can be large; an effect the other way counts as inactive or inconclusive. Only part of the results is shown; rates above refer to the full screens.

SMILES	CCT modulator	DRD3 agonist	Mm-Cpn inhibitor	EPAC2 antag	PTHR1 agonist	Akt phos inh	EPAC2 agonist	D3 antag
COCCN(C(=O)c1cc2c(s1)CCCCC2)c1c(N)n(Cc2ccccc2)c(=O)[nH]c1=O	-6.0	5	0%	13%	-4%	i	0%	-11
CN1C(=O)/C(=C/c2ccccc2F)Sc2ccc(C(=O)N3CCCC3)cc21	0.9	17	1%	-16%	-17%	i	6%	49
CC(C)(C)C1CCc2c(C(=O)NNC(=O)CCCC(=O)O)csc2C1 (centres undefined)	-0.3	0	-1%	3%	-22%	i	19%	-2
COc1ccc(NC(=O)CC2C(=O)N(c3ccc(F)cc3)C(=S)N2NC(=O)c2ccc(Cl)cc2)cc1 (centres undefined)	0.5	-2	?	2%	i	i	11%	0
O=C(Nc1cccn2ncnc12)C(Cl)Cl	-0.9	3	-14%	13%	i	i	-5%	19
COC(=O)CN1C(=O)[C@H]2[C@@H](c3ccc(C)o3)N3C(=O)CN(CCO)C(=O)[C@@]3(Cc3ccccc3)[C@H]2C1=O	-1.1	-4	0%	0%	i	i	-11%	0
Cc1ccc2c(c1)c1nnc(SCC(=O)Nc3ccc(N(C)C)cc3)nc1n2CC(=O)O	-5.0	0	3%	-3%	-14%	i	-3%	3
Cc1ccc(NC(=O)C2C3CCC(O3)C2C(=O)O)c(Br)c1 (centres undefined)	0.2	2	-4%	-18%	i	i	7%	20
C[C@H](CO)N1C[C@H](C)[C@@H](CN(C)S(=O)(=O)c2cccs2)Oc2ccc(NC(=O)NC3CCCCC3)cc2C1=O	-2.0	-11	-2%	-27%	-45%[inhibitor]	i	6%	0
NC(=O)c1cc(S(=O)(=O)Nc2cccc(Cl)c2)cs1	-0.5	7	0%	0%	-14%	i	-2%	0
O=c1[nH]c2cc3ccccc3cc2nc1-c1nnnn1C1CCCC1	0.0	-15	.	-4%	-27%	i	-13%	-68*
CCN(CC)CCNC(=O)CCn1nc(-c2ccc(Cl)cc2)ccc1=O	-0.3	-2	1%	5%	i	i	0%	8
CCOC(=O)c1cnn(-c2ccccc2)c1N	-0.9	-3	0%	-2%	-12%[57.5 µM]	i	9%	10
Cc1cc(=O)[nH]c(=O)n1Cc1ccccc1	0.7	-1	0%	8%	i	i	6%	-10
O=C(O)C1CCN(C(=O)COc2ccc3c4c(c(=O)oc3c2)CCC4)CC1	0.8	2	-3%[15.4 µM]	3%	?	i	-5%	-13
COc1ccc(CCn2c(-c3ccco3)nc3nc4ccccc4nc32)cc1	-3.0	1	1%	8%	-12%	i	0%	10
COc1cc(C(=O)N2CCN(c3cccc(C)c3C)CC2)cc(OC)c1OC	-0.8	-1	-1%	-14%	-1%	i	2%	-21
CC(=O)Nc1ccc(C2=NN(CC#N)C(=O)SC2)cc1	-0.9	-2	-12%	8%	-12%	i	4%	16
CC(C)NC(=O)C1CCN(S(=O)(=O)c2ccc(N3CCCC3=O)cc2)CC1	-3.0	4	2%	6%	i	i	8%	-4
CCC(OC(=O)C(NC(=O)c1ccccc1)c1ccccc1)C(=O)Nc1cc(C)on1 (centres undefined)	1.1	19	-1%	-3%	i	i	-6%	6
COc1ccc(CC(=O)NCc2nnc(SCC(=O)Nc3nccs3)n2C)cc1	0.0	2	?	-11%	-6%	i	1%	12
O=C(COC(=O)/C=C/c1ccc(OC(F)F)cc1)Nc1ccc2[nH]c(=O)[nH]c2c1	2.4	3	1%	-2%	i	i	0%	18
Cc1scc(C(=O)N2CCN(c3ccc(Cl)cc3)CC2)c1C	-5.2	-7	3%	-4%	-22%	i	9%	6
Cc1ccc(C(=O)NCC(c2ccc(F)cc2)N2CCOCC2)cc1S(=O)(=O)N1CCOCC1 (centres undefined)	2.4	-6	.	22%	-14%	i	3%	4
CC(C)(C)c1ccc(Oc2ccc(NC(=O)c3ccccc3C(=O)O)cn2)cc1	0.0	-12	-2%	3%	i	i	-6%	-17

Part of the list above, set out differently:
> CCOC(=O)c1cnn(-c2ccccc2)c1N
  CCT modulator = -0.9
  DRD3 agonist = -3
  Mm-Cpn inhibitor = 0%
  EPAC2 antag = -2%
  PTHR1 agonist = -12%[57.5 µM]
  Akt phos inh = i
  EPAC2 agonist = 9%
  D3 antag = 10
> CC(C)NC(=O)C1CCN(S(=O)(=O)c2ccc(N3CCCC3=O)cc2)CC1
  CCT modulator = -3.0
  DRD3 agonist = 4
  Mm-Cpn inhibitor = 2%
  EPAC2 antag = 6%
  PTHR1 agonist = i
  Akt phos inh = i
  EPAC2 agonist = 8%
  D3 antag = -4

Next section:
SMILES	CCT modulator	DRD3 agonist	Mm-Cpn inhibitor	EPAC2 antag	PTHR1 agonist	Akt phos inh	EPAC2 agonist	D3 antag
Cc1noc(C)c1S(=O)(=O)N1CCCC(C(=O)NCC2CCCO2)C1 (centres undefined)	6.6	-1	-3%	20%	i	i	-3%	4
COc1ccc(CC(N)c2csc(Nc3cccc(OC)n3)n2)cc1 (centres undefined)	1.7	-13	.	15%	i	i	3%	-83*
CC(C)(C#N)NC(=O)C1CCCN1S(=O)(=O)c1ccc2ccccc2c1 (centres undefined)	-1.8	-4	1%	-1%	i	i	7%	-2
Cc1ccc(C(=O)NNc2cc(=O)n(C)c(=O)n2C)cc1C	-2.8	0	1%	-2%	i	i	3%	0
CC1=C(C#N)C(NC(=O)C2CC2)(C(F)(F)F)C(=O)N1 (centres undefined)	-1.3	6	1%	3%	-20%	i	4%	0
CC(=O)Nc1ccc(CN2CCCC(CCC(=O)NCc3ccccc3F)C2)cc1 (centres undefined)	-3.4	-9	1%	-1%	-6%	i	14%	-9
O=C(COC(=O)CSc1ccc(F)cc1)NNC(=O)c1ccc([N+](=O)[O-])cc1	1.9	0	1%	-3%	-10%	i	18%	1
C/C(=N\NC(=O)COc1cccc(Cl)c1)c1ccc2c(c1)OCCO2	-2.0	8	1%	12%	-17%	i	-7%	14
COc1cc2c(c(OC)c1OC)-c1ccc(SC)c(=O)cc1C(NC=O)CC2 (centres undefined)	-2.2	-1	.	2%	i	i	-1%	18
CCOC(=O)C[C@H]1c2ccc(C(F)(F)F)cc2S(=O)(=O)N1c1ccccc1	1.3	2	.	?	-28%	i	-5%	11
Cc1ccc(C)c(NC(=O)CN(C)C(=O)c2sccc2C)c1	-1.2	-4	-2%	2%	-12%	i	5%	-6
CCCC1(c2ccccc2)NC(=O)NC1=O (centres undefined)	0.2	8	0%	7%	-11%	i	7%	-7
CC1Oc2ccccc2N(Cc2ccc(F)cc2)C1=O (centres undefined)	-0.1	5	1%	-4%	-8%	i	7%	-2
CCNC(=O)C1CCCN(C(=O)c2ccc3ccccc3c2)CC1 (centres undefined)	-0.3	-13	.	-5%	1%	.	13%	-21
Cc1ccc(OCCC(=O)OC(C)C(=O)Nc2ccc(Cl)cn2)cc1 (centres undefined)	1.0	0	0%	5%	-42%	i	0%	-4
CCOC(=O)c1sc(C)c2c(=O)n(Cc3ccc(Cl)cc3)cnc12	0.7	-8	-3%	-5%	-2%	i	-1%	7
COc1ccccc1NC(=S)NCCSc1ccc(C)cc1	0.7	-15	-1%	-16%	i	i	22%	-17
CC(NC(=O)CC1Sc2ccccc2NC1=O)c1ccccc1 (centres undefined)	-0.4	-8	0%	5%	i	i	11%	-16
COc1ccc(N(CC(=O)NCc2ccc3c(c2)OCO3)S(=O)(=O)c2ccc(O)c(C(=O)O)c2)cc1	-2.9	-7	.	-3%	i	i	2%	14
O=C(CSc1ccc([N+](=O)[O-])cc1)Nc1ccccc1N1CCOCC1	-1.8	-9	-19%	2%	-28%	i	6%	-8
COc1ccccc1C1C(C#N)=C(N)Oc2c1oc(CO)cc2=O (centres undefined)	0.6	3	0%	3%	i	i	4%	-25
CCOC(=O)c1cc2c(=O)n3cccc(C)c3nc2n(Cc2ccco2)c1=NC(=O)c1ccc(C)cc1	-0.2	-5	.	13%	i	i	11%	-4
Cc1cccc(-n2cc(C#N)c(=O)[nH]c2=O)n1	-0.2	4	1%	7%	i	i	-3%	6
CC(C)c1ccc(OCc2nc(-c3ccccn3)no2)c(Br)c1	-0.4	2	-4%	-13%	-37%[57.5 µM]	i	2%	13
O=C(O)c1ccc([N+](=O)[O-])c(CS(=O)(=O)c2ccc(Cl)cc2)c1	0.1	-11	-1%	14%	i	i	6%	-11
SMILES	CCT modulator	DRD3 agonist	Mm-Cpn inhibitor	EPAC2 antag	PTHR1 agonist	Akt phos inh	EPAC2 agonist	D3 antag
COc1cc(C(c2sc3nc(C)nn3c2O)N2CCOCC2)cc(OC)c1OC (centres undefined)	-1.9	2	-2%	2%	i	i	0%	5
COc1cc([N+](=O)[O-])cc(/C=N/NC(=O)c2ccc(C)nc2)c1O	-1.1	-11	3%	-2%	-1%	i	-21%	?
N#CCCN(CCC#N)c1nnc(-c2ccccc2)s1	0.0	17	-2%	11%	i	i	-2%	10
O=C(COc1ccccc1Cl)N1CCNC1=O	-3.1	-4	-2%	10%	-6%	i	-4%	1
CCc1cc2c(COC(=O)c3cccc(NS(C)(=O)=O)c3)cc(=O)oc2cc1O	-0.9	7	-4%	-7%	-19%	i	1%	36
O=S(=O)(c1ccccc1)c1ncc(C(F)(F)F)cc1Cl	-0.6	-5	-3%	-2%	-24%	i	?	-29
O=C(NCC(c1cccnc1)N1CCN(c2ccccc2F)CC1)OCc1ccccc1 (centres undefined)	-1.5	-5	3%	-5%	-23%[57.5 µM]	i	3%	0
CCN(CC(=O)NCc1ccc(F)cc1)C(=O)c1cccc(S(=O)(=O)N(C)c2ccc(OC)cc2)c1	-0.9	3	.	-8%	i	i	0%	26
CCNC(=S)N/N=C(\C)c1cc2ccccc2o1	-1.4	3	-4%	2%	i	i	-3%	-5
Cc1ccc(/C=C/C(=O)OCC(=O)N(C)c2c(N)n(Cc3ccccc3)c(=O)[nH]c2=O)o1	1.1	-1	.	15%	i	i	-6%	1
Cc1c(N(C)CS(=O)(=O)O)c(=O)n(-c2ccccc2)n1C	0.0	17&7	1%	5%	-22%	i	4%	13
CCOC(=O)C1=C(CSc2nccn2C)NC(=O)NC1c1ccc(OC)cc1 (centres undefined)	0.0	-2	-7%	-4%	i	i	9%	1
CC1CCCC(C)N1/N=C/c1ccccc1C(=O)O (centres undefined)	-1.5	-7	-2%	-2%	-15%	i	23%	-20

Compound activity deposited in PubChem BioAssay by National Center for Advancing Translational Sciences (NCATS).
